GLP-1R inv ag: qHTS of GLP-1 Receptor Inverse Agonists (Inhibition Mode) | HEK293 GLP-1R CRE-luciferase, luminescence, 24 h; GLP-1R form is constitutively active | AID 624417, 2012 | Potency, µM (series often up to 38.3 µM), for the others: top-dose activity change, negative = inhibition, actives largely listed as inhibitors | 1.6% of 410,000 active | Glucagon-like peptide 1 receptor (Homo sapiens), P43220; note: potency is the fitted concentration of half-maximal effect; % is set by controls: 0 for no effect and ±100 for the full control effect; nearly all actives have a fitted effect of over 55% in size
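HEK293 cells stably co-expressing constitutively active GLP-1R and a cAMP-responsive luciferase reporter were seeded in DMEM with 10% Nu serum, given compounds after 12 h, and incubated 24 h at 37 deg C. Luminescence was then read.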
Abeta yeast res: qHTS for compounds that reverse cellular toxicity of Amyloid beta (A-beta) peptide in yeast: Primary Screen; AID 1347071, 2019; Potency, µM (highest dose often 46.1 µM), for the others: at the highest dose growth rescue, hits mostly activators; yeast expressing A-beta42, growth rescue, OD600, 48 h; response scale: 0% DMSO, 100% iron-clioquinol control; 0.063% of 410,000 active; note: potency is the fitted concentration of half-maximal effect; nearly all actives have a fitted effect of over 55% in size
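Yeast A-beta toxicity model in growth medium with pinned compounds, 48 h at 30 C; growth read as absorbance at 600 nm. Normalized to FeCl3/clioquinol equimolar mix (positive) and DMSO (negative).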
PTHR1 agonist: qHTS for PTHR1 Agonists: Primary Screen; Parathyroid hormone/parathyroid hormone-related peptide receptor (Homo sapiens), Q03431; HEK293 GP2 PTHR1 cells, GloSensor cAMP luminescence, 1 h; Potency, µM (series often up to 115 µM), for inactives: top-dose activation, usual class: activators; 0.075% of 410,000 active; AID 743266, 2014; note: potency is the fitted concentration of half-maximal effect; nearly all actives have a fitted effect of over 55% in size; some results filed as inactive show a strong effect at the top dose; inactives centre near -15; many of its hits are not listed in these tables
Target sequence (Q03431 whole entry, looked up): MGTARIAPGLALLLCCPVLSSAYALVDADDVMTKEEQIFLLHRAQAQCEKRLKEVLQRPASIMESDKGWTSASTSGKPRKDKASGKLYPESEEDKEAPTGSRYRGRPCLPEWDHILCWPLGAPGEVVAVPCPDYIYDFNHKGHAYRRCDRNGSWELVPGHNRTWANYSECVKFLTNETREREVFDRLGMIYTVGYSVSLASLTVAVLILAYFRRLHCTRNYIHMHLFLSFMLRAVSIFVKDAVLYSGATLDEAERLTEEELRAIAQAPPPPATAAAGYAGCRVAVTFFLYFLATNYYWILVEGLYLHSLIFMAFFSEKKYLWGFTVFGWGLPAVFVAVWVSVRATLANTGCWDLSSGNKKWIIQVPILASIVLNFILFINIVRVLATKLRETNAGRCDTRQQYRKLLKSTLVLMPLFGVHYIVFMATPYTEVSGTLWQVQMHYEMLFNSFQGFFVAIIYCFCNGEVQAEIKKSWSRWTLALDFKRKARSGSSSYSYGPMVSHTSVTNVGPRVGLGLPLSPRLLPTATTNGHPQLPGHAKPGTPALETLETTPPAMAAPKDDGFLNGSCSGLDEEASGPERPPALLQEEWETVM
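HEK-293-derived GP2 cells expressing PTHR1 and a GloSensor cAMP reporter, 3,000/well, plated overnight, given luciferin plus IBMX (each 0.5 mM as added) for 1 h at 37 °C, then compound for 1 h at 37 °C. Luminescence was read after 15 min at room temperature.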
DRD3 antagonist: qHTS of D3 Dopamine Receptor Antagonist: qHTS. D3R cells, DiscoveRx beta-arrestin luminescence, antagonist mode; stronger effect = lower value. 2.5% of 360,000 active. max response, negative = inhibition, %. D(3) dopamine receptor (Homo sapiens), P35462. AID 652054, 2013; in the data active = max response below about -50%; inconclusive = no clear call, values can overlap the other calls; note: % is set by controls: 0 for no effect and ±100 for the full control effect; mostly tested at two doses, the higher about 12 µM
Target sequence (P35462 whole entry, looked up): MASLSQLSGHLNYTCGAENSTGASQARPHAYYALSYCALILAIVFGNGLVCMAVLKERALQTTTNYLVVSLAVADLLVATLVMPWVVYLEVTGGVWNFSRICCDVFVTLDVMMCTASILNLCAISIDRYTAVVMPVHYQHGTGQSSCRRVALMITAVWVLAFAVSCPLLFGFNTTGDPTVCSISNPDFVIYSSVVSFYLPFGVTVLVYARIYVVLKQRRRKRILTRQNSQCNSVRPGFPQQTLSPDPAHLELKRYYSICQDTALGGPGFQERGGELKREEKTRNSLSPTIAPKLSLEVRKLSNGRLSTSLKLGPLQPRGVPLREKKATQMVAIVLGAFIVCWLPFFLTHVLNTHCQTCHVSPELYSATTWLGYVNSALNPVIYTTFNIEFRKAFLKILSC
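Cells expressing the human receptor were seeded at 1500 cells/well, incubated overnight at 37 degrees C in 5% CO2, then exposed to library compounds with dopamine controls for 90 minutes at 37 degrees C before luminescent detection.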
Akt phos inh: HTS Assay for Inhibitors of Akt Phophorylation: Primary Screen. AID 651550, 2012. Neuro2A IGF-stimulated pAkt S473 HTRF, 20 min; stronger effect = lower value. activity change, % for hits at 50 µM. 0.32% of 360,000 active; in the data active = activity change below about -80%; inconclusive = mostly about -51% to -80%; note: % is set by controls: 0 for no effect and ±100 for the full control effect
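Neuro2A cells (4,500/well, DMEM with 0.5% FBS) were treated with compound at a single 50 µM final concentration, stimulated with 6 nM IGF for 20 min at 37 °C, and lysed. Phospho-Akt Ser473 was read by HTRF as 665/615 ratio ×10^4.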
TDP43 rescue: qHTS of TDP-43 Inhibitors; TDP-43 expressing yeast growth rescue, BacTiter-Glo, 24 h; Potency, µM (highest dose often 46.1 µM), for inactives: at the highest dose growth rescue (activation), hits mostly activators; 1.8% of 410,000 active; note: potency is the fitted concentration of half-maximal effect; % of control where 0% means no effect; nearly all actives have a fitted effect of over 50% in size
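Cell-based yeast growth screen: TDP-43 expression induced in galactose, inoculum OD600=0.02 after raffinose pregrowth to mid-log. Read-out BacTiter-Glo luminescence at 24 hr, 30 deg C; inhibition of toxicity seen as signal increase.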
FUS yeast rescue: qHTS for Suppressors of FUS Proteinopathy: Primary screen using FUS-linked yeast assay. 0.24% of 390,000 active. AID 1347120, 2019. S. cerevisiae FUS-expressing, growth rescue, OD600, 24 h. Potency, µM (highest dose often 76.6 µM), for inactives: top-dose growth rescue (activation), usual class: activators;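 note: potency is the fitted concentration of half-maximal effect; plate controls were DMSO vehicle for no effect and reference control for full effect; nearly all actives have a fitted effect of over 55% in size; some results filed as inactive show a strong effect at the top dose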
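S. cerevisiae expressing FUS from galactose induction served as the toxicity model. Growth after 24hr at 30C, read as absorbance at 600 nm, indicates suppression of toxicity; compounds dosed at several concentrations.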
aSyn rescue: qHTS of alpha-syn Inhibitors; 0.14% of 370,000 active; Potency, µM (highest dose often 46.1 µM), without a hit: at the top dose growth rescue (activation), hits mostly activators; Yeast expressing alpha-synuclein, growth rescue, BacTiter-Glo, 24 h; note: potency is the fitted concentration of half-maximal effect; % of control where 0% means no effect; nearly all actives have a fitted effect of over 65% in size
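Readout is rescue of growth in alpha-synuclein-expressing yeast, so inhibitors of toxicity appear as activators. Growth after 24 hr at 30 deg C in galactose medium is quantified by luminescence.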
GLP1R ag: qHTS of GLP-1 Receptor Agonists; Potency, µM (doses to about 45.6 µM), for inactives: top-dose activation, most hits filed as activators; 0.007% of 380,000 active; AID 624172, 2012; HEK293 GLP-1R CRE-luciferase, luminescence, 4-6 h; cells express a hypersensitive GLP-1R form; note: potency is the fitted concentration of half-maximal effect; % of control where 0% means no effect
* marks the source's active call; other numbers are inactive results; i = inactive; ? = inconclusive; . = no result given; & = joins results of further samples; [ ] = another dose, or the depositor's remark. Unless noted, calls come from the whole dose curve; as a rule, active = well fitted curve in the direction sought with a large enough effect; inconclusive = small, poorly fitted or top-dose-only effect, or another doubt; inactive = no such curve, though single readings can be large; an effect the other way counts as inactive or inconclusive. Not all compounds are listed (hit frequency here may not be typical).

Every second line gives: GLP-1R inv ag	Abeta yeast res	PTHR1 agonist	DRD3 antagonist	Akt phos inh	TDP43 rescue	FUS yeast rescue	aSyn rescue	GLP1R ag
CCn1c(SCC(=O)NC2CCCCC2)nnc1C(C)NC(=O)c1ccccc1F (stereo unspecified)
→ 40%[activator]	-19%	10%	-5	i	-26%	-22%	1%	13%
Cc1ccccc1-c1nc(CS(=O)CC(=O)NC2CCCCC2)c(C)o1 (stereo unspecified)
→ -25%	.	-12%	12	i	14%	9%	6%	-1%
Cc1ccccc1C(=O)NCC(=O)Nc1ccccc1C(F)(F)F
→ 19%	0%	-18%	1	i	-4%	-9%	-2%	4%
C[C@@H]1CN([C@H](C)CO)C(=O)c2cc(NS(=O)(=O)c3cn(C)cn3)ccc2O[C@@H]1CN(C)S(C)(=O)=O
→ 15%	-5%	-14%	-7	i	0%	-22%	-6%	-3%
Cc1ccc(OCC(=O)Nc2ccc(S(=O)(=O)N3CCOCC3)cc2)c(C)c1
→ ?	8%	-3%	1	i	-5%	9%	-5%	16%
CCOC(=O)C1CCN(C(=O)c2ccc(N(C)S(C)(=O)=O)cc2)CC1
→ 0%	-6%	i	8	i	-10%	-10%	2%	-5%
Cc1ccc(NC(=O)c2cc(-c3ccc4c(c3)OCO4)on2)cc1
→ 35%&16%	3%&15%	i	7	i	?	-11%&-9%	-6%	15%
Cn1ccc2c(N3CCCC3)cc3c(c21)C1CCC3C1 (stereo unspecified)
→ 11%	-13%	-23%	-16	i	0%	3%	1%	-2%
Cc1ccc(-c2noc(-c3ccc(N4CCC(C)CC4)c([N+](=O)[O-])c3)n2)cc1
→ 4%	-22%	i	.	.	-2%	-2%	.	.
O=C(NCc1ccccc1CN1CCCCC1)c1ccccc1N1CCCC1=O
→ 5%	2%	i	11	i	15%	13%	2%[1.84 µM]	-3%
O=C(NCCO)C(O)C(O)C(=O)NCCO (stereo unspecified)
→ 1%	-5%	i	7	i	2%	-7%	1%	-6%
O=C(CNC(=O)c1ccco1)NCC(=O)OCC(=O)c1ccc(Cl)c([N+](=O)[O-])c1
→ 1%	-14%	-1%	?	i	7%	-20%	1%	5%
COc1cccc(CC(NC(C)=O)C(=O)NC2CCN(S(=O)(=O)c3ccc(F)cc3)CC2)c1OC (stereo unspecified)
→ 10%	2%	-22%	6	i	-8%	6%	7%	3%
Cc1noc(C)c1COC(=O)CCCNC(=O)c1ccc(Cl)cc1
→ 7%	-4%	i	-4	i	9%	-29%	4%	2%
Cn1c(SCc2c(Cl)cccc2Cl)nc(C(F)(F)F)cc1=O
→ ?	12%	24%[57.5 µM]	16	i	-14%	7%	0%	1%
Cc1ccc(NC(=O)CN(C)C(=O)c2cc3c(s2)CCCCC3)cc1
→ ?	-1%	-26%	-6	i	9%	6%	-2%[1.84 µM]	5%
Cc1onc(-c2ccccc2)c1C(=O)Nc1ccc(Cl)cn1
→ 0%[7.66 µM]	-7%	-12%	-3	i	12%	9%	0%	1%
COc1ccc(NC(=O)c2cc(S(=O)(=O)N3CCCCCC3)cn2C)cc1Cl
→ -4%	-10%	-16%	.	.	16%	6%	.	1%
O=C(NCc1ccc2c(c1)OCO2)c1ccc2c(c1)S(=O)(=O)c1ccccc1C2=O
→ 62%[activator]	-52%[inhibitor]	-14%	-13	i	8%	?	7%	4%
Cc1oc2c(c1C(=O)Nc1ccc(Cl)cc1F)C1=NCCN1C=N2
→ 8%	-20%	-95%[inhibitor]	.	.	-13%	-6%	.	.
O=C(NN=Cc1ccc(F)cc1)C1CC1
→ -4%	29%	i	-18	i	-14%	6%	1%	5%
COC(=O)c1ccccc1NC(=O)CNC(=O)c1ccc(OC)cc1
→ 1%	-2%	-3%	-21	i	-1%	10%	0%	7%
CC(=O)c1cc(C(=O)c2ccccc2)sc1Nc1ccccc1
→ ?	11%	i	-3	i	35µM*	26%	9%	20%
O=C1c2cccc3c([N+](=O)[O-])ccc(c23)C(=O)N1c1ccc(Cl)cn1
→ -17%	-4%	-29%	?	i	?	49%	28%	-21%
Cc1ccc2nc(-c3ccc(O)c(O)c3)cn2c1
→ 13%	-27%	-19%	-7	i	-10%	7%	-1%	-3%
O=C(COC(=O)c1cccnc1Cl)Nc1ccccc1OC(F)F
→ 3%	-1%	i	8	i	16%	1%	2%	18%
CC(OC(=O)c1cc2ccccc2o1)C(=O)Nc1ccc(N2CCOCC2)cc1 (stereo unspecified)
→ 20%	0%	-88%[inhibitor]	-19	i	2%	18%	-4%	10%
CCCS(=O)(=O)NC(=O)C1(C)CCCN(C(=O)c2cc(F)ccc2C)C1 (stereo unspecified)
→ 8%	-13%	-21%	-22	i	0%	-28%	-2%	-2%
CC(NC(=O)Nc1ccccc1Cl)c1ccc2c(c1)OCO2 (stereo unspecified)
→ ?	8%	i	-8	i	-1%	-5%	-1%	6%
COc1ccc(-n2c(=S)[nH]c3cc(C(=O)NCc4ccccc4OC)ccc3c2=O)c(OC)c1
→ ?	-1%	-19%	-13	i	-5%	-21%	-7%	-1%
O=c1c2c3c(sc2n(CCN2CCCCC2)c(=O)n1Cc1ccco1)CCCCC3
→ ?	-5%	25%[57.5 µM]	-93*	i	-20%	28%	-2%	?
CCOc1ccc(NS(=O)(=O)c2ccc3[nH]c4c(c3c2)CCCC4)cc1
→ ?	-5%	i	.	.	0%	10%	.	.
CCc1ccc(CNC(=O)C2CCN(c3nnc(-n4c(C)ccc4C)s3)CC2)cc1
→ -11%	7%	i	.	.	18%	25%	.	.
O=C(O)C1(Cc2nc3ccccc3[nH]2)CCCC1
→ 11%	-1%	-63%[inhibitor]	2	i	-16%	26%	-4%	2%
F[B-](F)(F)c1cncc2ccccc12
→ -7%	2%	-1%	-4	i	-11%	-9%	0%	2%
COc1ccc(-c2cc(C(=O)NCCCN3CCOCC3)c3ccccc3n2)cc1OC
→ 42%[activator]	5%	-3%	-20	i	-32%[inhibitor]	39%	-18%	4%
O=C(CSc1ccc(Cl)cc1)Nc1ccc(-c2nc3ccccc3[nH]2)cc1
→ ?	22%	i	?	i	14%	3%	7%	-17%
CN(C)C(=S)Nc1cccc(-c2n[nH]c(=S)o2)c1
→ 1%	2%	i	4	i	11%	5%	1%	-1%
C=CCSc1nc2nc(C)cc(C)n2n1
→ 4%	-6%	-8%[57.5 µM]	-20	i	-23%	58%	-1%	13%
Cc1ccc2nc(NC(=O)COC(=O)c3cccnc3)sc2c1
→ 7%	-9%	-26%	22	i	13%	-12%	4%	-4%
Cc1ccc(C2NC(=O)NC3=C2CCc2ccccc23)cc1 (stereo unspecified)
→ -2%	18%	i	-86*	i	-8%	25%	-2%	-9%
O=C(O)CCc1ccc(-c2cccs2)n1-c1ccc(C(=O)O)cc1
→ 11%	8%	-4%	16	i	10%	-5%	?	0%
CCc1cccc(C)c1NC(=O)COC(=O)c1cc([N+](=O)[O-])ccc1N1CCOCC1
→ 8%	9%	-1%	-7	i	19%	-21%	12%	6%
Cc1ccc(C(C)C)c2c1C(c1ccc3c(c1)OCO3)CC(=O)O2 (stereo unspecified)
→ ?	-1%	-5%	11	i	?	25%	-20%	13%
O=C(NCCc1cnn(-c2ccccc2)c1)c1cc(COc2c(F)cccc2F)on1
→ ?	-20%	-32%[inhibitor]	6	i	-26%	14%	0%	26%
N#Cc1ccc(OCC(=O)NCC(c2cccs2)N2CCOCC2)cc1 (stereo unspecified)
→ -1%	6%	-13%	-10	i	11%	8%	-11%	5%
O=C(CN1C(=O)C2(OCCCO2)c2ccccc21)NCCc1ccccc1
→ 4%	-7%	-15%	11	i	-30%[inhibitor]	-8%	-1%	-4%
CCC(=O)NC(c1cccs1)c1cc([N+](=O)[O-])c2cccnc2c1OC (stereo unspecified)
→ .	-20%	15%	.	.	.	38%	.	-5%
Cn1c(CNC(=O)c2ccco2)nnc1SCC(=O)N1CCN(c2ccccc2F)CC1
→ 2%	3%	?	-3	i	0%	19%	1%	6%
Cc1nc(SCc2ccc(Cl)cc2)c(C#N)c(C)c1Cl
→ 1%	-13%	-14%	.	.	15%	-11%	-6%	3%
O=C(CNC(=S)N(Cc1ccc(F)cc1)C1CCCCC1)NCCN1CCOCC1
→ 10%	2%	i	1	i	17%	-1%	3%	0%
